# Bioassay records from PubChem BioAssay.
# M. tuberculosis = growth inhibition of non-replicating M. tuberculosis (AID 488890) | inhibition, % at 25 µM; hits with a dose series show IC50 in µM | 320,000 tested, 0.39% active | Mycobacterium tuberculosis non-replicating, growth inhibition; higher % means a stronger effect; in the data active = a potency from the dose series; inconclusive = inhibition mostly from about 82% at the one dose, without a potency; inactive = the rest, 99 in 100 with inhibition below about 76%;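 also: plate controls were DMSO cells for no effect and high antibiotic wells for full effect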
# inhibitors of VEEV = inhibitors of VEEV TC-83 cytopathic effect, confirmation, Vero cells (AID 588727) | Vero cells, VEEV TC-83 cytopathic effect inhibition; higher % means a stronger effect | inhibition, % at 20 µM; hits with a dose series show IC50 in µM | 350,000 tested, 0.13% active; in the data active = a potency from the dose series; inconclusive = inhibition mostly from about 14% at the one dose, without a potency; inactive = the rest, 99 in 100 with inhibition below about 12%; also: strong numbers were not always called active
# H37Rv inhibition = M. tuberculosis growth inhibition, HTS (AID 449762) | M. tuberculosis H37Rv growth inhibition, 7H9 media; higher % means a stronger effect | inhibition, % at 25 µM, or IC50 in µM where a hit was titrated | 330,000 tested, 0.59% active; in the data active = a potency from the dose series; inconclusive = inhibition above about 70% without an active follow-up result;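 also: bacterial growth assessed after seven days of incubation; strong numbers were not always called active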
# PhoP GFP inhibition = PhoP regulon inhibitors, Salmonella typhi PhoP promoter GFP reporter, confirmatory (AID 1850). one-dose inhibition, % at 50 µM; IC50 in µM for titrated hits. Salmonella Typhi PhoP-promoter GFP reporter, fluorescence, 4 h; higher % means a stronger effect. 310,000 tested, 0.33% active; in the data active = a potency from the dose series; inconclusive = inhibition mostly from about 25% at the one dose, without a potency; inactive = the rest, 99 in 100 with inhibition below about 19%;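 also: 0% = induced wells with vehicle and 100% = uninduced wells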
# H1N1 NS1A inhibition = H1N1 influenza NS1A inhibitors, functional cell based assay (AID 504329). NS1A functional cell-based assay, percent inhibition; higher % means a stronger effect. inhibition, % at 12.5 µM; hits with a dose series show IC50 in µM. 340,000 tested, 0.3% active; in the data active = a potency from the dose series; inconclusive = inhibition above about 27% without an active follow-up result; also: strong numbers were not always called active
# inhibitors of VEEV 10K pilot screen = recorded beside inhibitors of VEEV, whose call it bears; inhibition, %; measured here: 10K pilot screen inhibition
# * = called active by the depositor; i = inactive; ? = inconclusive; . = no result given.
SMILES,M. tuberculosis,inhibitors of VEEV,H37Rv inhibition,PhoP GFP inhibition,H1N1 NS1A inhibition,others
Cc1ccc(S(=O)(=O)N2CCCCC2)cc1NC(=O)c1ccncc1,.,1.4%,.,.,-4%,
COC(=O)CSc1nnc(CNS(=O)(=O)c2ccc(Br)cc2)n1C,11%,0.9%,4%,0%,-8%,
CCOC(=O)C1=C(O)C(=O)N(c2ccc(S(N)(=O)=O)cc2)C1c1ccc(OC)cc1 (centres undefined),-8%,i,2%,1%,-2%,
COc1ccc(NC(=O)CSc2nnc(Cn3cnc4ccccc43)n2C)cc1,-10%,i,-6%,0%,-3%,
CC(C)c1ccc(OCC(=O)N(Cc2ccco2)C2CCS(=O)(=O)C2)cc1 (centres undefined),43%,4.6%,12%,10%,-5%,inhibitors of VEEV 10K pilot screen=0.3
CC1(C)Cc2c(sc3ncnc(NN)c23)CO1,-22%,0.5%,4%,4%,-3%,
COc1ccc(CNC(=O)C(=O)NCC2OCCN2S(=O)(=O)c2ccc(OC)c(OC)c2)cc1 (centres undefined),19%,1.9%,-4%,2%,-8%,
COc1cc(C(=O)N/N=C/c2cc([N+](=O)[O-])cs2)cc(OC)c1OC,3.6µM*,i,<0.2µM*,5%,1%,
Cc1cccc(N(C)C(=O)CCS(=O)(=O)c2cccc3nonc23)c1,15%,1.4%,2%,3%,6%,
COc1ccc(NC(=O)N2CCCC2C(=O)NC2CCCC2)cc1 (centres undefined),.,2.0%,-4%,-1%,8%,
CCOc1ccc(C(=O)NCCN2CCCCC2)c(OCC)c1,14%,0.4%,1%,3%,-20%,
NC(=O)c1ccc(NC(=O)Cc2csc(-c3ccccc3)n2)cc1,-4%,0.8%,3%,-14%,-8%,
COC(=O)c1ccc(C(NC(=O)OCc2ccccc2)/C(C)=C/[C@@H](C)C(=O)NCc2ccc(OC)c(OC)c2)cc1 (some centres undefined),33%,0.4%,-6%,9%,-3%,
COc1ccc(NC(=O)CON=CC(=O)Nc2ccc(C)cc2)c(OC)c1,5%,1.0%,14%,.,-17%,
CC1Cc2ccccc2N1C(=O)COC(=O)c1cccc(Br)c1 (centres undefined),69%,2.7%,4%,.,-16%,

# The final 2 entries of the section before are carried over, then new ones follow.
SMILES,M. tuberculosis,inhibitors of VEEV,H37Rv inhibition,PhoP GFP inhibition,H1N1 NS1A inhibition,others
COc1ccc(NC(=O)CON=CC(=O)Nc2ccc(C)cc2)c(OC)c1,5%,1.0%,14%,.,-17%,
CC1Cc2ccccc2N1C(=O)COC(=O)c1cccc(Br)c1 (centres undefined),69%,2.7%,4%,.,-16%,
CCOc1cc(N2CCOCC2)c(OCC)cc1NC(=O)COC(=O)c1cc2ccccc2cc1O,57%,0.4%,9%,-5%,4%,
O=C(Cn1ccc2ccccc2c1=O)NCCC(=O)N1CCN(c2cccc(C(F)(F)F)c2)CC1,12%,0.2%,6%,7%,4%,
CC(C)OC(=O)c1cccnc1N1CCN(c2cccc(Cl)c2)CC1,48%,i,12%,-2%,-3%,
Cc1ccccc1Oc1ccc2c(c1)[C@@H]1C[C@H](N(C)C(=O)NC3CCCCC3)[C@H]([C@H](C)O)C(=O)N1CC2,.,1.4%,.,.,0%,
Cc1cccc(NC2=C/C(=N/S(=O)(=O)c3cccs3)c3ccccc3C2=O)c1,-5%,7.7%,4%,-1%,23%,
COc1ccc(C(=O)Nc2ncccc2C)cc1S(=O)(=O)N1CCCc2ccccc21,-3%,5.9%,2%,5%,10%,
C[C@@H]1CN([C@@H](C)CO)C(=O)c2cc(NC(=O)Nc3ccc4c(c3)OCO4)ccc2O[C@H]1CN(C)S(=O)(=O)c1cn(C)cn1,1%,1.2%,0%,.,-17%,
COc1ccccc1CCc1nnc(N)s1,-16%,i,-3%,-7%,-10%,
Cc1ccc(NC(=O)c2cc([N+](=O)[O-])ccc2NCc2cccnc2)cc1Cl,12%,i,6%,-5%,3%,
O=C(NC1CCCCC1)C(c1ccccc1)N(C(=O)Cc1ccsc1)c1ccccc1 (centres undefined),-5%,0.1%,0%,-2%,-2%,
CCN(Cc1ccccc1)C(=O)CSc1nncn1C,5%,i,-3%,6%,0%,
Cc1nc(NC(=O)c2ccc([N+](=O)[O-])cc2Cl)sc1C(=O)N(C)C,8%,i,7%,-6%,3%,
CSCCC1NC(=O)N(CC(=O)Nc2ccc(Cl)c(S(=O)(=O)N3CCOCC3)c2)C1=O (centres undefined),7%,i,-7%,.,7%,
CCNc1nc(NC(C)C)nc(OCCNS(=O)(=O)c2cc(C)ccc2C)n1,2%,0.7%,7%,0%,0%,
O=C1C=CN(C(=O)Oc2ccccc2)CC1,38%,1.2%,7%,3%,0%,

# Arranged by SMILES length (high to low): part of the list above.
SMILES,M. tuberculosis,inhibitors of VEEV,H37Rv inhibition,PhoP GFP inhibition,H1N1 NS1A inhibition,others
C[C@@H]1CN([C@@H](C)CO)C(=O)c2cc(NC(=O)Nc3ccc4c(c3)OCO4)ccc2O[C@H]1CN(C)S(=O)(=O)c1cn(C)cn1,1%,1.2%,0%,.,-17%,
O=C(Cn1ccc2ccccc2c1=O)NCCC(=O)N1CCN(c2cccc(C(F)(F)F)c2)CC1,12%,0.2%,6%,7%,4%,
Cc1ccc(NC(=O)c2cc([N+](=O)[O-])ccc2NCc2cccnc2)cc1Cl,12%,i,6%,-5%,3%,
Cc1nc(NC(=O)c2ccc([N+](=O)[O-])cc2Cl)sc1C(=O)N(C)C,8%,i,7%,-6%,3%,
CCNc1nc(NC(C)C)nc(OCCNS(=O)(=O)c2cc(C)ccc2C)n1,2%,0.7%,7%,0%,0%,
CC(C)OC(=O)c1cccnc1N1CCN(c2cccc(Cl)c2)CC1,48%,i,12%,-2%,-3%,
CCN(Cc1ccccc1)C(=O)CSc1nncn1C,5%,i,-3%,6%,0%,

# The list goes on:
SMILES,M. tuberculosis,inhibitors of VEEV,H37Rv inhibition,PhoP GFP inhibition,H1N1 NS1A inhibition,others
CCCn1c(NC(=O)C2CCN(S(=O)(=O)c3cccs3)CC2)nc2ccccc21,.,9.3%,1%,2%,-6%,
C=C1C2(C(=O)NCc3ccco3)CCC(C2)C1(C)C (centres undefined),4%,i,-4%,2%,0%,
CCC(=O)N/C(=N/c1nc(C)cc(C)n1)Nc1ccc(OC)cc1,3%,i,-8%,0%,0%,
CCC(NC(=S)Nc1ccccc1)C(=O)O (centres undefined),7%,1.4%,6%,4%,3%,
CCc1nnc(NS(=O)(=O)c2ccc(NC(=S)NC(=O)/C=C/c3ccc(C(C)C)cc3)cc2)s1,74%,1.0%,12%,45%,19%,
CC1=NN(c2ccc([N+](=O)[O-])cc2)C(=O)/C1=C\N(C)C,56%,0.3%,-1%,-1%,10%,
COc1cccc(C(=O)NC2(C(F)(F)F)N=C3SCCN3C2=O)c1 (centres undefined),23%,5.0%,-11%,3%,17%,
CC1(C)CC(=O)C2=C(C1)OC(N)=C(C#N)C21C(=O)N(Cc2ccccc2Cl)c2ccccc21 (centres undefined),9%,6.5%,1%,2%,0%,
Nc1nc2c(F)cccc2s1,-3%,1.5%,4%,-7%,-6%,
CCc1ccc(OCC(O)CN2CCN(c3ccc(OC)cc3)CC2)cc1 (centres undefined),48%,0.9%,7%,-8%,5%,
N=C(N)c1c(O)n(C2CCCCC2)c(=O)n(C2CCCCC2)c1=O,23%,i,?,7%,3%,
Cc1ccc2nc3c(cc(C(=O)NC4CCCCC4)c(=N)n3C3CCCCC3)c(=O)n2c1,59%,0.8%,2%,7%,6%,
Oc1cccc(Nc2ncnc3ccccc23)c1,2%,13%,6%,12%,-6%,
Cc1ccc(CN2C(=O)CCC2C(=O)NCc2ccco2)cc1 (centres undefined),13%,i,-1%,-3%,-15%,
O=C1Nc2cc(Cl)c(Cl)cc2N(O)N1c1cccc(Cl)c1,-16%,1.5%,-5%,6%,-7%,
O=C(O)c1ccc2c(c1)C(=O)N(c1cc([N+](=O)[O-])ccn1)C2=O,-11%,i,4%,5%,21%,
Cn1ccnc1SCCNC(=O)C1CCC(=O)N(Cc2ccc(Cl)cc2)C1 (centres undefined),-6%,2.8%,0%,4%,3%,
CC(=O)Nc1ccc(S(=O)(=O)Nc2cccc(-c3cn4cccnc4n3)c2)cc1,7%,7.6%,2%,1%,9%,
O=C(Cn1ncc(N2CCOCC2)c(Br)c1=O)c1ccc(Cl)cc1,-2%,0.6%,-6%,-6%,-6%,
Cc1ccccc1-n1c(-c2ccco2)n[nH]c1=S,42%,0.8%,-6%,-9%,2%,
CSc1ccccc1OCc1cc(C(=O)NCc2cccc(C)n2)no1,9%,2.3%,3%,-2%,-10%,
CC(C)C[C@H](NC(=O)C1CCN(S(=O)(=O)c2ccccc2)CC1)C(=O)NCc1cccnc1,2%,2.1%,-1%,2%,-19%,
CSC1=NC2(CC(c3ccccc3)Oc3cc(O)ccc32)CC(C)(C)N1 (centres undefined),21%,0.6%,-8%,2%,2%,
COc1ccc2c(c1OC)C(=O)O[C@H]2[C@@H]1c2cc3c(cc2CCN1C)OCO3,18%,i,-1%,2%,-9%,
CC1(C)CC(=O)C=C(c2ccc(-c3ccccc3)cc2)C1,11%,0.9%,5%,.,-8%,
CC1Sc2ccc(S(=O)(=O)CCC(=O)NC3CCCCCC3)cc2NC1=O (centres undefined),10%,1.1%,-3%,0%,-3%,
Cn1cccc1C(=O)OCC(=O)N1CCN(c2ccccc2)CC1,55%,i,?,.,-6%,
CCOC(=O)CSc1nc2sc3c(c2c(=O)n1-c1ccc(OCC)cc1)CCN(C)C3,38%,i,8%,-9%,1%,
CCn1c(SCC#N)nc2ccccc2c1=O,0%,i,-1%,1%,-11%,
CCCn1c(C)cc(=O)c2cc(NC(=O)c3cnccn3)ccc21,8%,3.1%,1%,-10%,9%,
O=C(CCN1C(=O)/C(=C/c2ccccc2)SC1=S)N[C@@H](CO)Cc1ccccc1,14%,?,2%,4%,14%,
O=c1[nH]c(-c2ccccc2)nc(CN2CCCCC2)c1O,.,0.3%,.,.,-13%,
Cc1c(C=O)c2ccccc2n1Cc1ccc(F)cc1,-2%,0.3%,0%,2%,5%,
COc1ccc(-c2c(C)oc3c(CN4CCOCC4)c(O)ccc3c2=O)cc1OC,-15%,i,-1%,7%,2%,
Cc1cccc(N2CCN(C(=O)C3CCCN(S(=O)(=O)c4c(C)noc4C)C3)CC2)c1C (centres undefined),34%,4.7%,4%,1%,5%,
CCOC(=O)c1c(NC(=O)CSc2nnc(Cc3csc(N)n3)n2C)sc(C)c1C,58%,0.3%,10%,16%,10%,
